Statin myotox sup – suppressors of simvastatin-induced myotoxicity in C2C12 myotubes | ATP luminescence, 48 h; scaled: DMSO 0, geranylgeraniol control 100 | rescue of ATP level, % at 7.49 µM | 330,000 compounds, 0.78% hits | AID 602340;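 active = mean ATP rescue above about 67%, or every replicate alone reaching that limit, limit read from the data, passing the limit was not always enough; inconclusive = no clear call, values can overlap the other calls; inactive = mean under the limit and some replicate under it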;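 note: myotubes were challenged with 10 µM simvastatin during compound exposure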
E-selectin induc – E-selectin induction on HUVECs | P16581 | HUVEC E-selectin immunofluorescence imaging; normalized: neutral wells 0, TNF-alpha wells 100 | activation, % at 7.58 µM | 260,000 compounds, 0.37% hits;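 active = mean E-selectin-positive cell signal at least 10% of the positive control, reached in at least 60% of replicates, without over 20% cell loss; inconclusive = no rule given, readout overlaps actives, possibly toxicity-flagged; inactive = the rest, including those meeting only one limit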;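 note: in these data hits start at about 27%; measured in HUVEC primary endothelial cells; signal is the percent of cells scored E-selectin positive by PE staining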
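Test system: HUVEC | Signal: Immunofluorescence imaging | Read-out: Percent E-selectin-positive cells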
DENV2 CPE – DENV2-induced cell death inhibition. 350,000 compounds, 1.7% hits. DENV2-infected cells, cytopathic effect rescue, plate reader. CPE inhibition, % at 9.99 µM; in the data active = CPE inhibition above about 20%, passing the limit was not always enough; inconclusive = no clear call, values can overlap the other calls; tested in BHK-21 cells;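 note: 0% = median of neutral control wells and 100% = median of positive control wells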
S100A4 inh HTS – S100A4-myosin IIA interaction inhibition | P26447 | inhibition, % at 10.7 µM | AID 652163 | S100A4/TAMRA-MyoIIA peptide fluorescence polarization | 360,000 compounds, 0.14% hits;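 active = mean inhibition of at least 70% across replicates, with every replicate also reaching that level; inconclusive = mean inhibition reaches 70% but some replicates fall short; inactive = mean inhibition below 70%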
Target sequence (P26447 whole entry, looked up): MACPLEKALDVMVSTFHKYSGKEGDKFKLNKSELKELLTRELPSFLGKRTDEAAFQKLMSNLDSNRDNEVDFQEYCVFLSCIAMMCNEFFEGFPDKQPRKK
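Compound dosing: one dose per compound; test system: human S100A4 monomer with TAMRA-labelled myosin IIA peptide; probe or stimulus: TAMRA-labelled myosin IIA heavy-chain peptide probe, 5 nM; medium: HEPES buffer with Ca2+, pH 7.2; schedule: 5 min incubation before reading; benchmarks: neutral control DMSO, positive control TFP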
SIRT5 inh – blocks human SIRT5 desuccinylation of peptide. inhibition, % at 15 µM. 330,000 compounds, 1.1% hits. Purified SirT5, succinyl-peptide AMC, trypsin-coupled fluorescence. Q9NXA8. AID 652115; in the data active = inhibition above about 15%; inconclusive = no clear call, values can overlap the other calls
Target sequence (Q9NXA8 whole entry, looked up): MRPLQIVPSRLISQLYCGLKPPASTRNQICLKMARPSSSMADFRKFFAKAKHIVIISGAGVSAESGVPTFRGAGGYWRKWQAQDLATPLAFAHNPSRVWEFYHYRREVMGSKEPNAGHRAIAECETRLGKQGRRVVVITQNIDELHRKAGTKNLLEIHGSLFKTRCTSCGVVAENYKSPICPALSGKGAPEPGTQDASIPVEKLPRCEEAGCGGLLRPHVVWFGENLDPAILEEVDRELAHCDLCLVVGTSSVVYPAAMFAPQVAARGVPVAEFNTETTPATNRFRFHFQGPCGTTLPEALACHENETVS
ERp5 inh – ERp5 (human) disulfide isomerase inhibition; 350,000 compounds, 0.05% hits; AID 651711; inhibition, % at 9.99 µM; ERp5 insulin aggregation, absorbance 650 nm, 90 min;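 active = mean replicate inhibition above about 25%, with every replicate also reaching it, limit read from the data, passing the limit was not always enough; inconclusive = only one of those two criteria met; inactive = neither criterion met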
Target sequence (Q15084 whole entry, looked up): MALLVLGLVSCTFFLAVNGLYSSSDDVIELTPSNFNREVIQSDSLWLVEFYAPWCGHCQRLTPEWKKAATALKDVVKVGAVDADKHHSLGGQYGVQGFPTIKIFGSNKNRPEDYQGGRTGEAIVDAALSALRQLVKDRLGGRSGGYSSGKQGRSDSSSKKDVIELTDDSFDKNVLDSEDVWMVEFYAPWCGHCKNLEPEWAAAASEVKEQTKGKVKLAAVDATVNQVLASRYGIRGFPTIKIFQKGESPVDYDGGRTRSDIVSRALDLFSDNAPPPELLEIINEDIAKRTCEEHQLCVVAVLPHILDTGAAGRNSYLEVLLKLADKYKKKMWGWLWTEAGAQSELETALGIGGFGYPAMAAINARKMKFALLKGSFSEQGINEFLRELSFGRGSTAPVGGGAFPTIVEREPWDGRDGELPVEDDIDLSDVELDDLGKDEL
PglD DTNB – PglD (C. jejuni) enzyme inhibition. purified PglD enzyme, DTNB colorimetric CoA detection. inhibition, % at 12.5 µM. 360,000 compounds, 0.098% hits. AID 602405; in the data active = inhibition above about 16%, passing the limit was not always enough; inconclusive = no clear call, values can overlap the other calls; note: strong numbers were not always called active
* hit, by the source's call; ? = inconclusive; . = no result given; & = joins results of further samples. Some of the compounds tested; rates above refer to the full screens.

SMILES	Statin myotox sup	E-selectin induc	DENV2 CPE	S100A4 inh HTS	SIRT5 inh	ERp5 inh	PglD DTNB
C=CCNC(=S)N1CCC(C(N)=O)CC1	-20	-2.2	0	-3	-4	1	6
COCC(=O)N1CCCCN2[C@H](CO)[C@H](c3ccc(C#Cc4ccc(OC)cc4)cc3)[C@@H]2C1	.	0.5	39*	-7	-2	-3	11
COc1cccc(NC(=O)Nc2nnc([C@H]3C[C@H](O)[C@@H](CO)O3)s2)c1	-3	0.1	1	9	-1	-1	0
Fc1ccc(N2CCN(C3=Nc4cccc5cccc3c45)CC2)cc1	.	-0.5	-3	1	2	0	.
O=c1[nH][nH]c2c1[C@H](c1ccccc1)O[C@H](C1CCCCC1)C2	.	0.0	3	66	-2	5	.
C[C@H](CO)N1C[C@H](C)[C@@H](CN(C)Cc2ccncc2)Oc2ccc(NS(=O)(=O)c3cn(C)cn3)cc2C1=O	4	.	-5	12	-4	3	3
COc1cc(C=NNc2ccccc2[N+](=O)[O-])cc(OC)c1OC	-5	0.2	-9	17	.	9	-3
Cc1noc(C)c1S(=O)(=O)N(C)C[C@H]1OCCCC[C@H](C)Oc2ccc(NC(=O)CCCN(C)C)cc2C(=O)N([C@H](C)CO)C[C@@H]1C	4	-0.4&-0.1	0&-4	-3&7	-6	-1&4	3&3
Cc1ccc(S(=O)(=O)Nc2ncnc3sc(C)c(C)c23)cc1	10	-1.6	-14	-12	5	-1	2
CC(CCc1ccccc1)NC(=O)COC(=O)c1ccccc1O (stereo not drawn)	-3	.	-3	-1	-2	-1	-1
COc1cc(-c2cc(=O)c3c(O)c(OC)c(OC)c(O)c3o2)ccc1O	2	.	-4	14	4	0	-1
CCOc1ccc(NC(=O)CN(C)C(=O)c2cc(C)nc3ccccc23)cc1OCC	-3	0.1	-2	-6	9	-1	2
CCOC(=O)c1cnc2c(ccc3ccccc32)c1N	-22	.	2	-12	-2	3	-3
COc1ccc(OCC(=O)NCCCCCCNC(=O)COc2ccc(OC)cc2)cc1	-18	0.6	-2	5	-2	2	2
N#CCc1nc(-c2cc3ccccc3oc2=O)cs1	.	.	-3	8	-1	-2	.
O=C(Nc1ccccc1)Nc1nc2ccccc2s1	0	0.9	-6	0	-5	3	0
C/C(=N\NC(=O)c1ccc(CN2CCOCC2)cc1)c1cccc([N+](=O)[O-])c1	2	.	5	-2	1	-2	.
COCC(=O)Nc1ccc2c(c1)C(=O)N(C)[C@H]1CC[C@H](CC(=O)NCc3ccc(OC)cc3)O[C@H]1CO2	-3	0.1	-8	.	.	.	2
NC(=S)N/N=C/c1ccc(C(F)(F)F)cc1	.	0.1	.	19	-4	0	.
CC(=O)Nc1ccc(C(=O)OCC(=O)NCCC2=CCCCC2)cc1	8	.	-5	0	-2	-3	-6
CC1(Cc2ccccc2Cl)C(=O)Nc2c(Cl)cccc21 (stereo not drawn)	14	-0.3	-9	11	1	-3	-3
O=C(C[C@H]1CC[C@@H](NC(=O)C2CC2)[C@@H](CO)O1)NC1CCC1	2	-0.1	?	-12	3	2	3
Cc1ccccc1C(=O)NC1CCCCN(C)C1=O (stereo not drawn)	.	1.1	13	-5	.	-6	.
CC(C)(C)[C@H]1C=C(C(N)=O)O[C@@H](OCCCCO)C1	13	0.2	0	-1	.	2	2
Cc1ccc(NC(=O)CN2C(=O)S/C(=C\c3ccccn3)C2=O)cc1C	5	0.1	2	2	2	1	-6

One compound at a time, from the list above. Order of screens: Statin myotox sup	E-selectin induc	DENV2 CPE	S100A4 inh HTS	SIRT5 inh	ERp5 inh	PglD DTNB
Results for O=c1[nH][nH]c2c1[C@H](c1ccccc1)O[C@H](C1CCCCC1)C2 : .	0.0	3	66	-2	5	.
Results for COc1cc(C=NNc2ccccc2[N+](=O)[O-])cc(OC)c1OC : -5	0.2	-9	17	.	9	-3
Results for COc1ccc(OCC(=O)NCCCCCCNC(=O)COc2ccc(OC)cc2)cc1 : -18	0.6	-2	5	-2	2	2
Results for C=CCNC(=S)N1CCC(C(N)=O)CC1 : -20	-2.2	0	-3	-4	1	6
Results for COCC(=O)N1CCCCN2[C@H](CO)[C@H](c3ccc(C#Cc4ccc(OC)cc4)cc3)[C@@H]2C1 : .	0.5	39*	-7	-2	-3	11

Next part:
SMILES	Statin myotox sup	E-selectin induc	DENV2 CPE	S100A4 inh HTS	SIRT5 inh	ERp5 inh	PglD DTNB
COc1ccc(Cl)cc1C(=O)OCC(=O)Nc1cccnc1Cl	6	-0.1	6	-6	-6	4	-7
Cc1oc(-c2cccs2)cc1C(=O)N1CCCC(C)(C(=O)O)C1 (stereo not drawn)	-6	0.0	1	0	.	-2	8
Cc1noc(C)c1NC(=O)Nc1ccc2c(c1)C(=O)N([C@@H](C)CO)C[C@H](C)[C@@H](CN(C)S(=O)(=O)c1ccc(Cl)cc1)OCCCC[C@H](C)O2	.	0.0	0	-10	6	4	8
CC(NC(=O)CNC(=O)c1sc2ccccc2c1Cl)c1cccnc1 (stereo not drawn)	7	.	6	4	11	4	-3
C[C@@H]1CCCCO[C@@H](CN(C)CC2CCCCC2)[C@H](C)CN([C@H](C)CO)C(=O)c2cc(NC(=O)Nc3ccc(C(F)(F)F)cc3)ccc2O1	.	-0.2	13	-8	-3	-6	1
Cc1cc(C)cc(NC(=O)CCN2CCCC2)c1	-4	-0.1	10	-5	0	4	-2
COC(=O)Nc1ccc(S(=O)(=O)N2CCCC(C(=O)N3CC(C)OC(C)C3)C2)cc1 (stereo not drawn)	1	6.3	8	1	.	-12	-4
Cc1noc(C)c1NC(=O)Nc1cccc2c1O[C@@H](CN(C)C(=O)Nc1c(C)noc1C)[C@@H](C)CN([C@H](C)CO)C2=O	23	0.1	-7	7	.	.	0
COc1ccc(N2CCOCC2)c(NC(=O)c2cccs2)c1	-2	-0.1	5	-4	0	-3	8
CN(C(=O)COC(=O)c1cnc(Cl)c(Cl)c1)C1CCS(=O)(=O)C1 (stereo not drawn)	7	.	-2	-7	1	0	-5
COCCN1CCN(C(=O)c2ccc3nc(Cc4ccc(OC)c(OC)c4)oc3c2)CC1	.	.	3	-12	5	1	.
COc1ccc2oc(C(=O)OCC(=O)NCCN3C(=O)CSC3=O)c(C)c2c1	.	.	-16	-2	-5	-2	.
O=C(C[C@@H]1CC[C@@H]2[C@H](COC[C@H](O)CN2CC2CCOCC2)O1)N1CCOCC1	-9	-0.1	102*	0	2	-4	2
CCCNC(=O)N1CC2(C1)[C@@H](c1ccccc1)[C@@H](CO)N2Cc1ccc(Cl)cc1	.	0.0	-1	-3	-5	-4	.
CCCC#Cc1ccc2c(c1)O[C@@H](CN(C)Cc1ccncc1)[C@@H](C)CN([C@H](C)CO)S2(=O)=O	25	0.3	?	-29	2	-8	0
COc1ccc2c3c([nH]c2c1)[C@H](CO)N(C(=O)NC(C)C)CC31CN(C(=O)C2CCCCC2)C1	.	-0.4	?	-8	.	-11	.
COc1cc(OC)cc(-c2nc3ccccc3c(=O)n2NC(=O)c2cccnc2Cl)c1	.	0.0	8	-4	-4	5	-18
COc1ccc(/C=C/C(=O)N2CCN(S(=O)(=O)c3ccccc3Br)CC2)cc1OC	6	-0.4	-9	6	-1	5	5
COc1ccc(C(=O)COC(=O)c2cc(S(=O)(=O)NCc3ccccc3)ccc2O)cc1	-12	.	-4	1	-5	5	.
CC(=O)OC(C)(C)/C=C/C(=O)[C@](C)(O)C1[C@H](O)C[C@@]2(C)C3CC=C4C(C=C(O[C@@H]5O[C@H](CO)[C@@H](O)[C@H](O)[C@H]5O)C(=O)C4(C)C)[C@]3(C)C(=O)C[C@]12C (stereo partly drawn)	21	-0.2	-2	-5	-1	1	4
Cc1noc(C)c1S(=O)(=O)Nc1ccc2c(c1)CC(=O)N([C@@H](C)CO)C[C@@H](C)[C@@H](CN(C)C(=O)Nc1ccc(F)cc1)O2	41	-35	-13	19	-2	-13	1
C[C@@H](O)C#Cc1ccc([C@H]2[C@H](CO)N3CCCCN(CC4CCOCC4)C[C@@H]23)cc1	.	0.0	-3	-12	-2	2	0
CC(C)[C@H]1CN=C2N(CCNC(=O)CCC3CCCCC3)[C@H](Cc3ccc(O)cc3)CN21	-20	0.0	.	0	-2	11	-2
CCn1c(CC(=O)Nc2ccccc2F)nnc1SCC(=O)NC1CCCC1	3	-0.1	1	-5	-1	0	-3
Cc1nn(CC(=O)Nc2ccc3c(c2)nc(CCN2CCCCC2)n3C)c(=O)c2ccccc12	31	.	-4	-3	6	-1	3
Going on with the list:
SMILES	Statin myotox sup	E-selectin induc	DENV2 CPE	S100A4 inh HTS	SIRT5 inh	ERp5 inh	PglD DTNB
COc1ccc(/C(C)=N/N=C(N)N)c(O)c1	2	.	2	4	4	0	.
COc1ccc(C(=O)NNC(=O)c2ccccc2[N+](=O)[O-])cc1[N+](=O)[O-]	-9	.	11	1	-2	3	0
CC(=O)Nc1ccc(NC(=O)COC(=O)c2c3c(nc4ccccc24)CCN(Cc2ccccc2)C3)cc1	.	0.4	-1	-2	-4	2	.
CCc1ccc(-c2cc(C)no2)cc1S(=O)(=O)Nc1ccccn1	-12	-0.1	-2	-4	9	-5	1
Cc1ccccc1OCCC(=O)OCC(=O)NC1CC1	-4	.	6	0	-1	-1	.
COc1cc(N=Cc2c(CO)cnc(C)c2O)cc(OC)c1OC	2	.	-2	-1	.	4	8
COc1cccc(-c2ccc([C@H]3[C@@H](CO)N4CCCCN(C(=O)c5ccc(F)cc5)C[C@H]34)cc2)c1	41	-0.3	43*	2	4	1	4
COc1ccc(-c2csc(NC(=O)c3c(C)noc3C)n2)cc1	-74	.	-1	5	1	-2	0
CO[C@H]1CN(C)C(=O)c2cc(NC(=O)C3CC3)ccc2OC[C@@H](C)N(C(=O)c2ccccc2)C[C@H]1C	5	0.2	7	-10	-7	1	-4
C=CCOc1c(Br)cc(/C=N\n2nnnc2N)cc1OC	-9	0.0	.	.	.	.	-5
CC(OC(=O)c1cccc(S(=O)(=O)N2CCOCC2)c1)C(=O)NC1CCCCC1C (stereo not drawn)	3	1.3	8	-2	-1	-1	2
CCOC(=O)N1CCN(S(=O)(=O)c2ccc(OCC)cc2)CC1	-7	.	?	-3	0	3	-1
CCN(CC(=O)NCc1cccs1)C(=O)c1cccc(S(=O)(=O)N2CC(C)OC(C)C2)c1 (stereo not drawn)	-3	.	-4	6	-1	1	9
Cc1noc(C)c1NC(=O)N(C)C[C@@H]1OCCCC[C@@H](C)Oc2ccc(NS(=O)(=O)c3ccccc3)cc2C(=O)N([C@H](C)CO)C[C@@H]1C	.	-0.2	-7	25	-3	0	0
O=C1CC2(CCN(C(=O)c3cccc([N+](=O)[O-])c3)CC2)Oc2ccccc21	-5	0.1	-2	-5	-3	-1	.
COc1ccccc1N1CCN(c2ccc([N+](=O)[O-])nc2)CC1	3	-0.4	1	-3	0	-5	1
O=C(CN1CCOCC1)NCC[C@H]1CC[C@H](NC(=O)Nc2ccc(F)cc2)[C@@H](CO)O1	-2	-2.2	6	4	-1	-1	-1
COc1c(N2CCN(C(=S)NC3CC4CCC3C4)C(C)C2)c(F)cc2c(=O)c(C(=O)O)cn(C3CC3)c12 (stereo not drawn)	.	.	-3	-3	-3	1	.
C[C@@H](O)C#Cc1ccc([C@H]2[C@H]3CN(C(=O)c4ccc(F)cc4)CCCCN3[C@H]2CO)cc1	.	0.4	-5	-6	-1	-7	-1
COc1cccc(CN2CCNC(=O)C2CC(=O)N(C)CCc2ccccn2)c1 (stereo not drawn)	.	0.3	-3	0	2	-2	.
C=C1CCN([C@@H](CC(C)C)C(=O)NCc2ccc(Cl)cc2)S(=O)(=O)c2ccccc21	7	-0.3	4	2	0	-2	-1
COc1ccc(CNc2nccs2)cc1OC	-1	.	0	1	-3	-1	2
O=C1NC[C@H](CCCCN2CCN(CCc3ccccc3)C(=O)C2=O)N(CCc2ccc(O)cc2)C1=O	.	-0.2	-1	-1	.	2	.

Compound activity from PubChem BioAssay.
